# Source: PubChem BioAssay
# Cardiac RTF inh = cardiac RTF calcium desensitization | P19429+P45379 | IANBD-labeled cardiac RTF, Ca2+ fluorescence | inhibition, % at 7.15 µM | hit rate 0.12% among 340,000 | AID 493244;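 active = inhibition above the mean inhibition of all tested compounds plus 3 SD, cut at about 17% in these data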;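 note: assay run at fixed EC70 calcium of 1.6 mM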
# Keap1 Nrf2 FP = disrupts human Keap1 binding to Nrf2 peptide; AID 504523; Q14145; hit rate 0.15% among 340,000; inhibition, % at 9.4 µM; Keap1 Kelch-Nrf2 peptide fluorescence polarization, 1536-well; in the data active = inhibition above about 12%; inconclusive = no clear call, values can overlap the other calls; inactive = below about 7.3%;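 note: human Keap1 Kelch domain with fluorescein labeled Nrf2 9mer peptide probe; 0% = neutral control wells and 100% = peptide positive control; higher means more block of Keap1 binding to Nrf2 peptide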
# NSD2 HMT inh = NSD2 (human) methyltransferase inhibition; NSD2 peptide methylation, AlphaScreen, 120 min; inhibition, % at 12.5 µM; hit rate 0.54% among 310,000; in the data active = inhibition above about 50%
# Arrestin-AP2 inh = human beta-arrestin and AP2 interaction inhibition; FITC-arrestin peptide / GST-AP2 beads, flow cytometry; AP2 beta2 appendage carries R879A mutation; inhibition, % at 10 µM; hit rate 0.31% among 340,000;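 active = inhibition above a set limit, near 3 SD of compounds lacking own fluorescence, cut at about 54% in these data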;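 note: plate controls were DMSO wells for no effect and 5 µM unlabelled arrestin peptide for full effect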
#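 System: GST-AP2 R879A glutathione beads; medium: PBS, Tween 20 0.05%, BSA 0.1%; reagent: fluorescein-tagged arrestin peptide at 50 nM final; schedule: pre-incubation 12 min, peptide binding 1 h, room temperature; detection: flow cytometry, FL1 (488/535 nm); read-out: inhibition as reduced fluorescein signal on beads, percent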
# SR-BI HDL uptake = blocks mouse SR-BI lipid uptake from DiI-HDL; ldlA[mSR-BI] CHO cells, DiI-HDL uptake fluorescence, 3 h; inhibition, % at 12.5 µM; hit rate 0.96% among 320,000;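 active = mean replicate inhibition of at least 70% and a set share of replicates each scoring 70 or more; inconclusive = meets just one of the two criteria; inactive = fails both criteria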;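 note: 0% = median of neutral control wells and 100% = median of positive control wells; values of inactives mirror those of a sister screen read the other way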
# Target sequence (Q61009 whole entry, looked up): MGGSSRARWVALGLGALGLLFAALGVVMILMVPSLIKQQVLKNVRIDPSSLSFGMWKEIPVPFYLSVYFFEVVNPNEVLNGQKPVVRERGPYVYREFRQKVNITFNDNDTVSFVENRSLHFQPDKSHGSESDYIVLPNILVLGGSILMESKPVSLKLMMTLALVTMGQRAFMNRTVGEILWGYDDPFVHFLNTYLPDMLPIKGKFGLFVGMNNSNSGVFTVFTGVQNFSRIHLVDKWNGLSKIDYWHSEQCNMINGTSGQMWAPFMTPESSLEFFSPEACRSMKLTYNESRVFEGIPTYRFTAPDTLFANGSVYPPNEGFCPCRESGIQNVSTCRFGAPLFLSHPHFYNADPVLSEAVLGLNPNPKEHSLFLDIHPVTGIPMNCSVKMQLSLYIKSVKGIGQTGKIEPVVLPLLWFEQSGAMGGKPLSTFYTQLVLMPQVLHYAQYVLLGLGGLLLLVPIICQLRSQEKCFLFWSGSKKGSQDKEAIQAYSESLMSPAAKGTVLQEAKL
# PvdQ acylase = blocks Pseudomonas aeruginosa PvdQ acylase activity | inhibition, % at 10 µM | hit rate 0.063% among 340,000 | AID 488965 | purified PvdQ acylase, fluorescence plate reader; in the data active = inhibition above about 30%, passing the limit was not always enough; inconclusive = no clear call, values can overlap the other calls;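 note: 0% = vehicle neutral wells and 100% = reference inhibitor wells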
# PKA-R2B act = PKA-R2B complex activation. P22694+P31323. PKA-R2B holoenzyme dissociation, Cy5-IP20 fluorescence polarization; R2B truncated from residue 108, S112A mutant; 0% DMSO only, 100% 113 µM cGMP. activation, % at 11.4 µM. hit rate 0.079% among 340,000. AID 504700;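 active = activation above a cutoff set at the mean over all compounds plus 3 SD, cut at about 18% in these data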;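 note: higher means more holoenzyme dissociation and a rise in polarization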
# Target sequence (P31323 whole entry, looked up, other chains not shown, the tested form may be a part): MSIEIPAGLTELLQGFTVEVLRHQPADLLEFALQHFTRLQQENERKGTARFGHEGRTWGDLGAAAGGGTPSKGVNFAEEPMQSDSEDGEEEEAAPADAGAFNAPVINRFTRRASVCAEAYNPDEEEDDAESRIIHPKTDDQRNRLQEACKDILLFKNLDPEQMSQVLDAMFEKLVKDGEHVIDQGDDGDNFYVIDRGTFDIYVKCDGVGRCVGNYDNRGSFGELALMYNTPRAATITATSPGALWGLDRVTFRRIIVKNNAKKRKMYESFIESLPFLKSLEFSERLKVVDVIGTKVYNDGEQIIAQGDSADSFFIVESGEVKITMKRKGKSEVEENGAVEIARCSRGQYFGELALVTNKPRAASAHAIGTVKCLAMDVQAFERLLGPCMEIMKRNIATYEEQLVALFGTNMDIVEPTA
# DAGLB inh = diacylglycerol lipase beta (human) inhibition; Q8NCG7; HEK293T DAGLB membrane lysate, EnzChek fluorogenic substrate; inhibition, % at 5.17 µM; hit rate 0.059% among 340,000; in the data active = inhibition above about 34%;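 note: 0% = enzyme with vehicle and 100% = wells lacking enzyme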
# C-LANA FP = KSHV C-LANA DNA binding inhibition. MBP-C-LANA/FAM-LBS DNA binding, fluorescence polarization. inhibition, % at 9 µM. hit rate 0.078% among 340,000;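 active = highest replicate inhibition at or above 60% at 9 µM, even if other replicates fall short; inactive = all replicates below 60% inhibition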;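 note: 0% = neutral control wells and 100% = 4 µM acridine orange control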
# SR-BI DiI-HDL act = activators of SR-BI mediated HDL lipid uptake. CHO ldlA[mSR-BI] cells, DiI-HDL uptake fluorescence, 3 h; 100 = double the neutral-control signal. activation, % at 12.5 µM. hit rate 0.096% among 320,000;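 active = mean replicate activation of at least 60% and every replicate at or above 60%; inconclusive = mean or all-replicate condition met, but not both; inactive = mean below 60% and not all replicates reaching 60%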;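 note: 0% = median plate neutral-control signal and 100% = twice that signal; values of inactives mirror those of a sister screen read the other way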
#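 Material: SR-BI-overexpressing, LDLR-lacking CHO cells; schedule: compound exposure 3 h, 37 °C; reagent: DiI-labelled HDL at 10 µg/mL final; technique: bottom-read fluorescence, 550/595 nm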
# Active calls of the source: *; ? = inconclusive; nt = not tested or not shown. An unsorted share of the library; 2.1% or so of the library scored in one or more.
SMILES,Cardiac RTF inh,Keap1 Nrf2 FP,NSD2 HMT inh,Arrestin-AP2 inh,SR-BI HDL uptake,PvdQ acylase,PKA-R2B act,DAGLB inh,C-LANA FP,SR-BI DiI-HDL act
COc1ccc(-c2ccc(-c3noc(-c4ccccc4)n3)c(OC)n2)cc1,-7,-5,-1,-6,29,-15,5,-1,3.8,-29
CC(C)NS(=O)(=O)c1ccc(OCC(=O)NCc2ccco2)cc1,5,nt,4,3,-7,5,2,-2,-0.8,7
CCN1CCN(CC(=O)Nc2cccc(C)c2)C(=O)C1=O,-6,-2,nt,-6,1,-21,0,-1,-0.8,-1
O=C(NC1CCCC1)C1CCN(c2nccs2)CC1,-8,0,6,-5,21,-16,-9,-1,-1.2,-21
CC(C)Oc1ccccc1OCCN(C)C,6,-6,nt,8,5,17,-9,-1,-0.3,-5
CN(C(=O)COC(=O)CSc1ccc([N+](=O)[O-])cc1)c1ccccc1,-4,0,8,5,-15,2,-6,-1,1.2,15
Cn1nc(C(=O)N2CCC(C(N)=O)CC2)c2c1-c1ccccc1SC2,-9,-6,nt,-9,2,-3,-1,-5,0.7,-2
CC(=O)N(C(C)=O)S(=O)(=O)c1ccc(N=NN2CCOCC2)cc1,-4,-9,1,-8,-35,-3,5,0,-1.8,35
Cc1ccc(S(=O)(=O)N2CCOCC2)cc1C(=O)NCc1cccs1,-9,-2,2,6,-8,-1,0,-1,0.4,8
O=C(CCn1c(=O)oc2cc(Cl)ccc21)Nc1ccc(O)cc1,-12,-5,nt,15,nt,-5,12,2,-0.4,nt
CC1CN(C)C(C)CC1NCc1ccc2c(c1)OCO2 (configuration not stated),-6,-9,-2,2,-11,-28,-7,-2,-0.1,11
CCOc1ccc2nc(N3C(=O)C(O)=C(C(=O)c4ccco4)C3c3ccco3)sc2c1 (configuration not stated),1,1,26,-4,5,-9,-2,4,1.3,-5
Cc1ccc(NC(=O)c2nnn(-c3ccc4c(c3)OCCO4)c2N)cc1,-10,0,-5,-6,nt,-9,0,-1,-0.3,nt
CC1(C)C2CCC(C2)C1(C)NC(=O)C[N+](C)(C)C (configuration not stated),6,-2,-1,2,nt,-20,-1,-2,-1.2,nt
Cc1ccc(Nc2cc(C)nc3nnnn23)cc1,-6,1,-2,23,12,-8,7,0,-0.1,-12
Cc1ccc(N(Cc2ccc([N+](=O)[O-])cc2)C(=O)c2ccco2)cc1C,-10,2,2,15,-26,-10,-4,-2,-2.2,26
COCCN(C(=O)Nc1ccc(OC)cc1OC)C1CCN(C(C)C)CC1,1,3,1,-3,-2,-4,-5,-2,-0.4,2
CCOc1ccc(C2/C(=C(/O)c3ccc(S(=O)(=O)N4CCCCC4)cc3)C(=O)C(=O)N2CCCOC)cc1OC (configuration not stated),6,0,3,-6,-17,-3,-9,3,-1.4,17
Cc1ccc(-c2cc(C(=O)Nc3ccc4c(c3)OCCO4)c3ccccc3n2)cc1,-3,-1,9,5,65,4,-4,-5,0.7,-65
CCOC(=O)/C(C#N)=N/Nc1ccccc1OC,-12,-1,-1,0,-18,-13,-8,-3,1.0,18
COc1ccccc1CNCc1cccc(Oc2ccccc2)c1,-2,-4,-3,27,-10,5,0,-3,-1.2,10
CN(Cc1ccccc1)C(=S)NC(=O)c1ccc(-c2ccccc2)cc1,-16,-2,-2,3,-21,-14,-6,0,1.8,21
CCCc1ccc(-c2ccc(C(=O)O)cc2)nc1,0,-1,nt,24,-2,5,-8,1,0.9,2
COc1cc(OC)c(NC(=O)c2sc3ncn(CC(=O)N4CCN(c5ccccn5)CC4)c(=O)c3c2C)cc1Cl,5,4,-3,-3,58,-16,-7,-3,-0.1,-58
COc1cc(NC(=S)NC2CC(C)(C)NC(C)(C)C2)cc(OC)c1,-8,-3,nt,10,-5,?,-4,1,0.1,5

# Some of the entries above in a different format:
# Order of values – Cardiac RTF inh, Keap1 Nrf2 FP, NSD2 HMT inh, Arrestin-AP2 inh, SR-BI HDL uptake, PvdQ acylase, PKA-R2B act, DAGLB inh, C-LANA FP, SR-BI DiI-HDL act
Cc1ccc(NC(=O)c2nnn(-c3ccc4c(c3)OCCO4)c2N)cc1
  -10, 0, -5, -6, nt, -9, 0, -1, -0.3, nt
CC1(C)C2CCC(C2)C1(C)NC(=O)C[N+](C)(C)C (configuration not stated)
  6, -2, -1, 2, nt, -20, -1, -2, -1.2, nt
Cc1ccc(Nc2cc(C)nc3nnnn23)cc1
  -6, 1, -2, 23, 12, -8, 7, 0, -0.1, -12

# Gathered by group: the compounds so far with a halogen
SMILES,Cardiac RTF inh,Keap1 Nrf2 FP,NSD2 HMT inh,Arrestin-AP2 inh,SR-BI HDL uptake,PvdQ acylase,PKA-R2B act,DAGLB inh,C-LANA FP,SR-BI DiI-HDL act
O=C(CCn1c(=O)oc2cc(Cl)ccc21)Nc1ccc(O)cc1,-12,-5,nt,15,nt,-5,12,2,-0.4,nt
COc1cc(OC)c(NC(=O)c2sc3ncn(CC(=O)N4CCN(c5ccccn5)CC4)c(=O)c3c2C)cc1Cl,5,4,-3,-3,58,-16,-7,-3,-0.1,-58

# (listing goes on)
SMILES,Cardiac RTF inh,Keap1 Nrf2 FP,NSD2 HMT inh,Arrestin-AP2 inh,SR-BI HDL uptake,PvdQ acylase,PKA-R2B act,DAGLB inh,C-LANA FP,SR-BI DiI-HDL act
Cc1ccc2[nH]c3c(=O)n(N)c(C)nc3c2c1,nt,2,-5,-14,-19,-5,nt,nt,-0.3,19
Cc1ccc(CNC(=O)COC(=O)c2cc(C)oc2C)cc1,3,-2,1,-1,-16,-9,-8,-5,1.2,16
CCc1cc(C(=O)NCC(c2cccs2)N2CCOCC2)sc1C (configuration not stated),-5,-3,-1,-4,18,-18,-17,1,0.2,-18
O=C(Cn1cc(C(F)(F)F)ccc1=O)N/N=C/c1ccc(Cl)cc1Cl,-7,-2,-2,14,-8,8,-16,0,0.4,8
CCOC(=O)c1c(NC(=O)CSc2nnc(C)s2)sc2c1CCC(C)C2 (configuration not stated),-7,-3,0,9,68,-12,-10,-11,-0.6,-68
O=C1SCCC1NS(=O)(=O)c1ccc([N+](=O)[O-])cc1 (configuration not stated),4,1,7,24,-8,-3,3,1,-0.2,8
COc1ccc(C(=O)Oc2ccc(/C=N/NC(=O)c3cccnc3)cc2OC)cc1,1,1,1,12,24,-3,13,1,1.3,-24
Cc1ccc(OC/C(O)=C(\C#N)c2nc3ccccc3s2)cc1,-16,-3,-2,-2,-5,-10,-16,6,-1.3,5
Cc1ccc(C(=O)Nc2nc(-c3ccccn3)cs2)o1,-8,-8,5,-2,12,-23,-5,-1,4.8,-12
CN(C)C1=NC[C@H](Cc2ccccc2)N1CCCC1CCCC1,-7,-1,nt,5,-24,2,-1,-3,0.4,24
O=C(OCc1ccccc1)N1CCc2ccccc21,-9,-3,9,-5,9,-15,-10,-11,0.4,-9
CCn1c2ccccc2c2nnc(SCCN3CCCCC3)nc21,-11,-3,8,5,20,-10,-7,2,-0.2,-20
Cc1ccccc1NC(=O)Nc1ccccc1C(=O)NCc1ccccc1,-6,-6,-1,-8,11,-8,-4,-1,-0.6,-11
COCCn1c(Cc2ccccc2)nnc1SCC(=O)N1CCCC1=O,2,3,-6,28,-18,7,-4,-1,0.1,18
O=C(O)C1CCCCC1C(=O)Nc1nccs1 (configuration not stated),2,-7,-3,-2,-14,-7,-5,-1,0.3,14
O=C(O)c1cccc(NC(=O)c2cc(-c3cccc(Cl)c3)nc3ccccc23)c1,0,-2,3,16,4,3,-9,0,-0.8,-4
Cc1nn(-c2ccccc2)c(Cl)c1/C=N/NC(=O)c1cccnc1,-2,-7,-2,2,3,7,1,2,-2.7,-3
Cc1cc(C(=O)CSc2nc(N)cc(N)n2)c(C)n1CC1CCCO1 (configuration not stated),-1,-3,5,9,2,-1,3,0,0.2,-2
CCOc1cc(C(=O)Nc2ccc3c(c2)OCO3)ccc1OCCOc1ccccc1Cl,-2,2,-3,-13,52,-13,-5,-4,1.4,-52
Cc1ccc(OCc2nnc(SC3CCc4ccccc4C3=O)n2C)cc1 (configuration not stated),14,2,1,22,2,4,-8,1,1.8,-2
Cc1ccc(C(=O)N(CC(=O)NC2CCCC2)Cc2cccs2)s1,-3,-3,-2,-3,-16,3,-6,-1,-0.4,16
CN(C)c1ncnc2c1ncn2C1OC(CO)C(O)C1O (configuration not stated),-9,-3,6,17,-22,1,-10,-1,-1.0,22
CCC(OC(=O)CC1Sc2ccccc2NC1=O)C(=O)NCC1CCCO1 (configuration not stated),15,-6,nt,18,-25,9,-1,-2,3.0,25
CC(=O)NC1=NN(C(C)=O)C(c2sccc2C)S1 (configuration not stated),2,-4,-3,-6,-64,1,1,0,-3.6,?
COc1ccc(NC(=O)CCCCCN2C(=O)c3ccccc3C2=O)c(OC)c1,-9,-3,-2,-11,39,-18,-12,1,2.0,-39
O=c1oc2ccccc2c(Nc2cc3ccccc3cc2O)c1[N+](=O)[O-],1,0,39,22,30,1,-1,11,-0.5,-30
Cc1cc(NC(=O)CSc2nnc(C3CC3)n2N)no1,-2,-10,0,3,-14,-22,-10,-1,-0.1,14
Cc1ccc(C(c2nnnn2C2CCCCC2)N(C)C2CCCCC2)cc1 (configuration not stated),-3,-2,-2,24,28,-2,-3,-7,-0.3,-28
CSC1=NC(C(Cl)(Cl)Cl)N=C(c2ccc(C)cc2)N1 (configuration not stated),2,-6,0,2,1,-11,-14,0,-0.1,-1
COc1ccccc1OCC(=O)Nc1nc(-c2ccc(S(=O)(=O)N3CCOCC3)cc2)cs1,-1,-2,26,0,73*,-16,-1,-8,-1.1,-73

# Quoted from the listing.
# `Cc1ccccc1NC(=O)Nc1ccccc1C(=O)NCc1ccccc1` in PvdQ acylase has -8
# `Cc1cc(NC(=O)CSc2nnc(C3CC3)n2N)no1` in SR-BI DiI-HDL act has 14
